# FEN1 inhibitor: qHTS Assay for the Inhibitors of Human Flap endonuclease 1 (FEN1); P39748; Recombinant FEN1 flap cleavage, fluorescence, 15 min; Potency, µM (series often up to 114 µM), for the others: top-dose activity change, negative = inhibition, hits mostly inhibitors; 390,000 compounds, 0.35% hits; AID 588795, 2011; further: nearly all actives have a fitted effect of over 65% in size
# Target sequence (P39748 whole entry, looked up): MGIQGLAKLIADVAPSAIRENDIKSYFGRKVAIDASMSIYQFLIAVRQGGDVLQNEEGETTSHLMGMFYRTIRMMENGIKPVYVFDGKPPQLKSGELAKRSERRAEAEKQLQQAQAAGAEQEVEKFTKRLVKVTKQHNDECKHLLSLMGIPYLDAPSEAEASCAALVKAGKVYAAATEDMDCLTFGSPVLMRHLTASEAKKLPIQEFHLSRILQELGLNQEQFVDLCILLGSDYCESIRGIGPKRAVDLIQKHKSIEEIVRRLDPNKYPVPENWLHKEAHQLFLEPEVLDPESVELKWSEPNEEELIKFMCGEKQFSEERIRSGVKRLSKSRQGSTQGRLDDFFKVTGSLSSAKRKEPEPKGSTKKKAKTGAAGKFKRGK
#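 Potency values derive from four-parameter Hill fits of normalized qHTS data. The reaction used 10 nM FEN1 preincubated 15 min at room temperature with compound, then 50 nM DNA substrate, read at 0 and 15 min.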
# N370S GC: qHTS Assay for Inhibitors and Activators of N370S glucocerebrosidase as a Potential Chaperone Treatment of Gaucher Disease. Potency, µM (doses to about 59.4 µM), without a hit: at the highest dose activity change, negative = inhibition, most hits filed as inhibitors. 330,000 compounds, 0.092% hits. N370S GC spleen homogenate, 4MU-glucoside fluorescence. Lysosomal acid glucosylceramidase (Homo sapiens), P04062;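 further: 0% = full enzyme activity and -100% = no enzyme basal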
# GCN5L2 inh: qHTS Assay for Inhibitors of GCN5L2; GCN5L2 HAT assay, ThioGlo1 CoA-SH fluorescence; 390,000 compounds, 0.21% hits; Potency, µM (series often up to 58.9 µM), for inactives: at the highest dose activity change, negative = inhibition, usual class: inhibitors; AID 504327, 2011
#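 Compounds, pin-transferred from DMSO stocks, meet 20nM GCN5L2 for 15 min before the reaction begins with H3(1-25) peptide (75uM) and acetyl-CoA (70uM). Thiol-reactive ThioGlo1 reports CoA release over 20 min at room temperature.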
# Numbers without * were called inactive; ? = inconclusive; . = not tested or not shown; [ ] = another dose, or the depositor's remark. The call rests on the fitted dose curve; in most records, active means well fitted curve in the direction sought with a large enough effect; inconclusive means small, poorly fitted or top-dose-only effect, or another doubt; inactive means no such curve, though single readings can be large; an effect the other way counts as inactive or inconclusive. Unless noted, on the % scale 0 is the no-effect control and ±100 the full control effect; potency means the concentration at half of the fitted maximal effect. A portion of the library. The share of hits here may be higher or lower than overall.
# Every second line gives: FEN1 inhibitor | N370S GC | GCN5L2 inh
CN(CCCS(=O)(=O)[O-])c1ccc(/C=C/c2ccc3ccccc3[n+]2C)cc1
  -5% | -5% | -17%
O=C(Nc1ccccc1Cl)c1cc(S(=O)(=O)N2CCCCC2)ccc1N1CCOCC1
  -3% | ? | 39%[activator]
CCOc1ccccc1NC(=O)Cn1cnc2onc(-c3ccc(F)cc3)c2c1=O
  -2% | . | -4%
CN(CC(=O)Nc1cccc(S(=O)(=O)NC2=NCCC2)c1)Cc1cccc(F)c1
  0% | . | 1%
COc1ccc(N(CC(=O)N2CCN(c3ccccc3)CC2)S(=O)(=O)c2c(C)noc2C)cc1
  14% | 0% | 1%
CCc1ccc(CNC(=O)c2ccc(NC(=O)N3CCCCc4ccccc43)cc2)cc1
  -8% | . | 14%
COc1cc(OC)cc(C(=O)NC(C)CNc2ccc(Cl)cc2[N+](=O)[O-])c1 (stereo not given)
  -22% | -3% | -8%
Cc1ccccc1Cn1c(C(C)O)nc2ccccc21 (stereo not given)
  -4% | 1% | -7%
CCOc1ccc(N=Nc2cc(C(C)C)ccc2O)cc1
  -4% | -3% | -6%
O=C(c1ccccc1)C1Oc2ccccc2C2CC(c3cccs3)=NN12 (stereo not given)
  -13% | 5% | 3%
CN(C)CCCNC(=O)c1ccc2[nH]c3ccccc3c2c1
  ? | -3% | -11%
COc1ccc(/C=C2\Oc3cc(OC(=O)N4CCOCC4)ccc3C2=O)c(OC)c1
  -16% | -23% | -2%
CC(C)CCNC(=O)Cn1c(=O)oc2cc(S(=O)(=O)N3CC(C)CC(C)C3)ccc21 (stereo not given)
  0% | -9% | -4%
Cc1cc(C)c(S(=O)(=O)N2CCOC2CNC(=O)C(=O)NCc2ccncc2)c(C)c1 (stereo not given)
  7% | -3% | -2%
Cc1cnc(CNc2cc(-c3ccccc3C(F)(F)F)ncn2)cn1
  . | 0% | -14%
Cc1noc(C)c1CCC(=O)Nc1c(C(C)C)cccc1C(C)C
  1% | . | -7%
COc1ccccc1NC(=O)CN1CCN(CC(=O)Nc2ccc(F)cc2)CC1
  1% | ? | -2%
C=CCN(C(=O)c1ccc(Cl)cc1)c1ccccc1C(=O)NCC(=O)O
  1% | -6% | -2%
N=c1c2c(n(Cc3ccc(F)cc3)c3c1CCC3)CCCC2
  -1% | -5% | -6%
COc1cccc(C(=O)N2CCN(Cc3ccc4c(c3)OCO4)CC2)c1OC
  3% | 2% | -8%
COC(=O)CCC(=O)COc1ccc(OC)cc1C#N
  2% | -5% | -2%
Cc1nc([N+](=O)[O-])c(SCC(N)=O)n1Cc1ccccc1
  23% | 14% | -4%
CCCCN(C)S(=O)(=O)c1ccc(C(=O)Nc2nnc(-c3cccs3)o2)cc1
  . | -24% | -13%
CCOc1ccc(-n2c(-c3ccco3)nc3c(cnn3-c3ccc(C)cc3)c2=O)cc1
  -5% | 0% | -3%
Nc1ccc(CCS(N)(=O)=O)cc1
  4% | 3% | 0%
Cc1ccc(NC(=O)CNc2cccc(S(=O)(=O)N3CCCC3)c2)cc1F
  -8% | 22% | -17%
Cc1nn2c(=O)cc(COC(=O)c3c(F)cccc3Cl)nc2s1
  -16% | . | -2%
CC(C)(C)C1CCc2c(sc3nc(SCC(N)=O)nc(N)c23)C1 (stereo not given)
  ? | 8% | -6%
O=C(NCCCN1CCCC1=O)c1ccc2c(=O)n(Cc3ccco3)c(=S)[nH]c2c1
  -3% | -3% | -7%
CCCCn1c(N)c(N(CC)C(=O)c2ccccc2F)c(=O)[nH]c1=O
  15% | -11% | 0%

# Exported field by field: entries from further up
CN(CCCS(=O)(=O)[O-])c1ccc(/C=C/c2ccc3ccccc3[n+]2C)cc1
  FEN1 inhibitor = -5%
  N370S GC = -5%
  GCN5L2 inh = -17%
O=C(Nc1ccccc1Cl)c1cc(S(=O)(=O)N2CCCCC2)ccc1N1CCOCC1
  FEN1 inhibitor = -3%
  N370S GC = ?
  GCN5L2 inh = 39%[activator]

# The results go on.
# Every second line gives: FEN1 inhibitor | N370S GC | GCN5L2 inh
CCOC(=O)N1CCN(c2ncnc3scc(-c4ccc(Cl)cc4)c23)CC1
  -23% | -3% | -5%
CC(OC(=O)CN1C(=O)C2CCCCC2C1=O)C(=O)Nc1ncc(Cl)cc1Cl (stereo not given)
  5% | -28% | -13%
CCS(=O)(=O)N1CCN(c2ncnc3sc(C)c(C)c23)CC1
  7% | 2% | 2%
COc1ccc(C)cc1NC(=O)COC(=O)c1ccc([N+](=O)[O-])o1
  -12% | 13% | -3%
Cc1cc2nc(-c3ccc(Br)cc3)cc(C(F)(F)F)n2n1
  -10% | . | 1%
CCOc1ccc(NC(=O)CSc2nccn2-c2cccc(C)c2C)cc1
  -9% | . | -3%
CCCCNC(=O)NS(=O)(=O)c1ccc(C)cc1
  8% | 19% | -2%
O=C(N1CCOCC1)N1c2ccccc2Sc2ccccc21
  -9% | -1% | -1%
CC(C)(C)c1nnc(NC(=O)Cc2ccc(Br)cc2)s1
  -3% | 18% | 0%
CC1CCC2(CC1)NC(=O)c1ccccc1O2 (stereo not given)
  9% | 6% | 1%
CC(C)c1ccc(OCC(=O)Nc2ccc3oc(=O)ccc3c2)cc1
  -19% | 8% | -4%
CC1CCCN(C(=O)CSc2ncccn2)C1 (stereo not given)
  -5% | -2% | -2%
O=C(Nc1nccs1)c1ccc(-c2ccccc2Cl)o1
  -9% | -5% | 1%
O=C(NCC1CCOCC1)c1ccc(OC2CCN(Cc3ccccn3)CC2)cc1
  -4% | -6% | 1%
Cc1ccc(OCc2ccc([N+](=O)[O-])cc2)c([N+](=O)[O-])n1
  -12% | -3% | -3%
Cc1ccc(NC(=O)CC2OC(=O)c3ccccc32)cc1S(=O)(=O)N1CCCCCC1 (stereo not given)
  -2% | . | 0%
CC1CC(C)CN(S(=O)(=O)N2CCCC(C(=O)NCc3ccccc3Cl)C2)C1 (stereo not given)
  -7% | -12% | -4%
CCCc1[nH]nc2c1C(CCC)C(C#N)=C(N)O2 (stereo not given)
  -9% | -1% | -4%
CCC(=O)Nc1ccc(C(=O)NNC(=O)C(c2ccccc2)c2ccccc2)cc1
  9% | -1% | -12%
NC(=O)CC(NC(=O)c1ccccc1)c1ccc(NCCc2ccc(F)cc2)c([N+](=O)[O-])c1 (stereo not given)
  12% | -4% | -16%
O=C(Cc1ccccc1)N1CCCC(c2nc(-c3cccs3)no2)C1 (stereo not given)
  -1% | 21% | -2%
CCOCCCNc1nc2c(S(=O)(=O)c3ccc(CC)cc3)nnn2c2ccc(Cl)cc12
  1% | . | -4%
Cc1ccc(C(C(=O)NC(C)(C)C)N(CC2CCCO2)C(=O)c2csnn2)cc1 (stereo not given)
  -1% | -5% | 1%
S=C(Nc1ccccc1)Nc1cc(Cl)ccc1Oc1ccccc1
  -15% | 7% | -9%
CCC(C)NC(=O)Cn1nc(C(F)(F)F)c2c1CCC2 (stereo not given)
  3% | 1% | 3%
COc1ccc(-c2[nH]c(-c3ccc(OC)c(OC)c3)nc2SCC(=O)Nc2ccccc2)cc1
  ? | . | -7%
CCOC(=O)N1CCC(N2Cc3cccc(C(=O)Nc4ccc(CC)cc4)c3C2=O)CC1
  -20% | . | -1%
O=C1C2C3C=CC(C3)C2C(=O)N1c1ccc(Cc2ccncc2)cc1 (stereo not given)
  0% | ? | 41%[activator]
CC1CCCC(C)N1C(=O)C1CCCCC1 (stereo not given)
  -8% | 15% | -1%
O=C(C1CC1)N1CCc2cc(S(=O)(=O)N3CCN(c4ccccc4)CC3)ccc21
  -8% | ? | 0%
C=C(Cl)COC(=O)[C@H]1C2C=CC(C2)C1C(=O)O (stereo not given in full)
  6% | 2% | -3%
Cc1nn(C)c(C)c1N=Cc1c(O)ccc2ccccc12
  -9% | -15% | -12%
COc1ccc(OC)c(CNC(=O)c2cc3c(=O)oc4ccc(C)cc4c3s2)c1
  10% | . | -11%
CCOc1c(Cl)cc(/C=C/C(=O)N(CC)CC(=O)Nc2ccc(NC(C)=O)cc2)cc1OC
  -11% | -13% | -3%
O=C(c1ccc(F)cc1)N(Cc1cccs1)C1CCS(=O)(=O)C1 (stereo not given)
  -1% | 4% | -3%
O=C(CSc1nc2ccccc2[nH]1)N=Nc1c(O)[nH]c2ccccc12
  -18% | 7% | -3%
Cn1cnnc1SCC(=O)NN1C(=O)NC(C)(c2ccccc2)C1=O (stereo not given)
  -1% | -2% | 1%
C/C(=N\NC(=O)CC1N=C(Cc2ccccc2)NNC1=O)c1ccc(Cl)cc1Cl (stereo not given)
  3% | -2% | 3%
Cc1nc2nc(-c3ccco3)[nH]n2c(=O)c1C
  -6% | 3% | -17%
Cc1cccc(NC(=O)NNC(=O)c2ccc3ccccc3c2O)c1
  -10% | ? | -9%
COc1ccc(NC(=S)NCCSc2ccc(Cl)cc2)c(OC)c1
  10% | 8% | -11%
CCn1c2ccccc2c2nnc(SCC(=O)NC(CC(C)C)C(=O)OC)nc21 (stereo not given)
  -1% | 5% | -6%
Cc1ccc(N2CCN(S(=O)(=O)c3cc(C(=O)Nc4cc(Cl)cc(Cl)c4)ccc3F)CC2C)cc1 (stereo not given)
  8% | . | -12%
CCOc1ccccc1NC(=O)c1ccc2c(=O)n3c(nc2c1)CCCCC3
  16% | 9% | -6%
Cc1cc(C)nc(NC(=O)c2c(-c3ccccc3Cl)noc2C)c1
  -20% | 8% | 3%
COC(=O)c1cc(NC(=O)Nc2ccc3snnc3c2)cc(C(=O)OC)c1
  -33% | . | -13%
CC/C(=N/Nc1ccccc1Cl)c1cnnc(-c2ccccc2)n1
  -8% | 5% | -3%
O=C(c1ccc(-c2cccc(C(F)(F)F)c2)o1)N1CCCC(C(F)(F)F)C1 (stereo not given)
  ? | 13% | -18%
COc1cccc2sc3ccc(NCCC4CCCN4C)cc3c(=O)c12 (stereo not given)
  ? | ? | 1%
CCc1nn(CC(=O)NCCCN(CC)Cc2ccccc2)c(=O)c2cc3sccc3n12
  -4% | 4% | -1%[0.501 µM]
O=C1c2ccccc2NC(c2cccc(F)c2)N1Cc1ccco1 (stereo not given)
  -6% | 9% | -3%
COc1ccc(C2=NN(CC(=O)NCCCN(C)c3ccccc3)C(=O)CC2)cc1
  -2% | . | -4%
CCCCOc1ccccc1C1CC(=O)Nc2cc(C)c(C)cc21 (stereo not given)
  -7% | . | -10%
CCOC(=O)C(NC(=O)Nc1ccc(F)cc1)(OCC)C(F)(F)F (stereo not given)
  0% | -6% | -13%
O=C(COc1ncnc2sccc12)N1CCc2ccccc2C1
  0% | 6% | -2%
CCc1nnc(NC(=O)CSc2nc3cc4c(cc3cc2CC)OCCO4)s1
  10% | 22% | -10%
COC(=O)Nc1ncc(CN2CCc3ccccc3C2)s1
  -6% | -1% | 3%
COCCN(C(=O)COC(=O)CCc1nc2ccccc2s1)c1c(N)n(Cc2ccccc2)c(=O)[nH]c1=O
  1% | 0% | ?
O=C1C=C(c2ccc3ncccc3c2)C[C@@H](c2ccc(F)cc2)C1
  -7% | . | -2%
C/C(=N\NC(=O)c1ccc(NS(=O)(=O)c2cccs2)cc1)c1ccc(Cl)cc1
  4% | -1% | -1%

# Continued; the last 2 above are carried over.
# Every second line gives: FEN1 inhibitor | N370S GC | GCN5L2 inh
O=C1C=C(c2ccc3ncccc3c2)C[C@@H](c2ccc(F)cc2)C1
  -7% | . | -2%
C/C(=N\NC(=O)c1ccc(NS(=O)(=O)c2cccs2)cc1)c1ccc(Cl)cc1
  4% | -1% | -1%
CN(C)C(=O)CSc1n[nH]c(=O)[nH]c1=O
  -14% | 8% | 13%
Cc1ccc(N=C2CCCCCN2C)c(C#N)c1
  -3% | 11% | 0%
C=C(C)CSc1nc2ncc(Cl)cc2[nH]1
  -2% | 19% | -1%
COc1ccc(OCC(=O)NC(=S)N2CCCc3ccccc32)cc1
  0% | ? | -3%
O=C(NCC(=O)N(Cc1cccs1)C(C(=O)NC1CCCCC1)c1cccnc1)c1ccco1 (stereo not given)
  5% | -6% | -3%
CCCOC(=O)C1C2C=CC3(CN(c4cccc(Cl)c4)C(=O)C13)O2 (stereo not given)
  19% | 1% | -7%
CC(=O)c1c(C)[nH]c(=S)c(C#N)c1-c1ccc(Cl)cc1
  2% | 9% | -12%
COCC(=O)N(Cc1cc2ccc(C)cc2[nH]c1=O)c1ccccc1C
  14% | -2% | -11%

# 3 entries from above, sorted by their value in GCN5L2 inh, rising.
Molecule | N370S GC | GCN5L2 inh
COCC(=O)N(Cc1cc2ccc(C)cc2[nH]c1=O)c1ccccc1C | -2% | -11%
CCCOC(=O)C1C2C=CC3(CN(c4cccc(Cl)c4)C(=O)C13)O2 (stereo not given) | 1% | -7%
COc1ccc(OCC(=O)NC(=S)N2CCCc3ccccc32)cc1 | ? | -3%

# High-throughput results (PubChem BioAssay)
